STK33 kinase inh: inhibitors of purified STK33 kinase, primary screen, biochemical, ADP-Glo luminescence, homogeneous, cell-free; AID 2661, 2010; 320,000 compounds, 0.073% hits; inhibition, % at 10 µM; MBP phosphorylation; Serine/threonine-protein kinase 33 (Homo sapiens), Q9BYT3;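 active = inhibition at or above 25%, using the most active replicate where run in duplicate; inactive = inhibition below 25%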
Target sequence (Q9BYT3 whole entry, looked up): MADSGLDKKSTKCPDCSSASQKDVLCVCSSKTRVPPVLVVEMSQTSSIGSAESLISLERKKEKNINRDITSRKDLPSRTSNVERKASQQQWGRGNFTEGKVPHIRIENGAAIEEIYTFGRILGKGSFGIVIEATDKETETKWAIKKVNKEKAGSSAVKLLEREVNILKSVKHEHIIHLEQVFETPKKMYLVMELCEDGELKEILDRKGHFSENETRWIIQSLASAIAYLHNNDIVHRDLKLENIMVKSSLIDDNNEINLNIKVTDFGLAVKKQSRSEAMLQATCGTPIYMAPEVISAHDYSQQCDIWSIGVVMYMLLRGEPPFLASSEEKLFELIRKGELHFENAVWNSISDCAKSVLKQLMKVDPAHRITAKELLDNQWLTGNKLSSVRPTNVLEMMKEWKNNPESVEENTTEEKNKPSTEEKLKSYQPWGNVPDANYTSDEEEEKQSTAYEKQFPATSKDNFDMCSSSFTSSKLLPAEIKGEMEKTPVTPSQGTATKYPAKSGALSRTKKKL
OX1R antag-1: antagonists of human orexin 1 receptor (OX1R); inhibition, % at 6.6 µM; AID 485270, 2010; OX1R-expressing cells, FRET antagonist read-out; Orexin/Hypocretin receptor type 1 (Homo sapiens), O43613; 330,000 compounds, 1.8% hits; in the data active = inhibition mostly above about 38%, no sharp cut-off; inactive = mostly below about 40%;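 also: 0% = agonist challenge alone and 100% = reference antagonist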
Target sequence (O43613 whole entry, looked up): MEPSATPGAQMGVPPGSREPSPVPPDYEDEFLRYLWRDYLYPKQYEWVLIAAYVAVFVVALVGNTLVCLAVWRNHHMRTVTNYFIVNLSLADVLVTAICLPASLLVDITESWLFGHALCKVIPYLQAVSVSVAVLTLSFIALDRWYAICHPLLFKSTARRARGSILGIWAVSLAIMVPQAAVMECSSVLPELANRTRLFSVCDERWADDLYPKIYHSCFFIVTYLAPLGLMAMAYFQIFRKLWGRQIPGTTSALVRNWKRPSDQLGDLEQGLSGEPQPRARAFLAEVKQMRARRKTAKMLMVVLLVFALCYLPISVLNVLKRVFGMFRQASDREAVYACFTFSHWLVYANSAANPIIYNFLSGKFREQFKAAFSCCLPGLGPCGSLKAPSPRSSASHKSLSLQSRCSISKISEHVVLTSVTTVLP
OX1R antag-2: OX1R (HCRTR1) antagonists, primary screen, fluorescence, CHO/OX1R cells, Fluo-8 calcium, orexin A. Orexin/Hypocretin receptor type 1 (Homo sapiens), O43613. Fluo-8 calcium fluorescence. inhibition, % at 5 µM. 330,000 compounds, 0.43% hits. AID 434989, 2010;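 active = inhibition above its plate's threshold, mean inhibition of all tested compounds on the plate plus 3 SD, cut at about 37% in these data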;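 also: 0% = orexin A challenge wells and 100% = SB-334867-A antagonist wells; not every result past the cut was called active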
Starred values were filed as active, the others as inactive; nt = no result given.

The first 2 records as a preview:
STK33 kinase inh,OX1R antag-1,OX1R antag-2,smiles
-2.2,8,-7,COc1ccc(C(c2nnnn2C2CCCC2)N2CCN(C3CCCC3)CC2)cc1OC (configuration not stated)
-0.2,23,-22,COc1cccc(OC)c1C(=O)Nn1c(-c2cccs2)nc2ccccc2c1=O

All compounds of this part, from the start:
STK33 kinase inh,OX1R antag-1,OX1R antag-2,smiles
-2.2,8,-7,COc1ccc(C(c2nnnn2C2CCCC2)N2CCN(C3CCCC3)CC2)cc1OC (configuration not stated)
-0.2,23,-22,COc1cccc(OC)c1C(=O)Nn1c(-c2cccs2)nc2ccccc2c1=O
0.4,4,-27,CC12CN3CC(C)(CN(C1)C3c1ccc3c(c1)OCO3)C2O (configuration not stated)
-0.4,4,-5,CCOc1ccc(NC(=O)CN(C)C(=O)C2CC(=O)N(Cc3ccco3)C2)cc1OCC (configuration not stated)
-0.4,22,-10,CCC(C(=O)OCC(=O)c1c(N)n(CC(C)C)c(=O)n(C)c1=O)c1ccccc1 (configuration not stated)
-1.6,11,-21,COc1ccc2cc(C(=O)C3CCCN(C(=O)c4sc(C)nc4C)C3)ccc2c1 (configuration not stated)
1.5,1,-5,CC(=O)Oc1ccc2oc(C)c(C(=O)N3CCOCC3)c2c1
1.0,7,-107,Cn1cnc(S(=O)(=O)NCc2ccc(Br)cc2)c1
0.6,8,2,CC12CCC(C(=O)N(CC3CO3)C1=O)C2(C)C (configuration not stated)
-0.2,26,-35,O=C(Nc1ccccc1OC(F)(F)F)c1ccc([N+](=O)[O-])cc1
0.2,39,-7,COc1ccccc1NC(=O)CN(C)S(=O)(=O)c1cccc2cccnc12
0.1,14,0,CCCN(Cc1cc2ccc(C)cc2[nH]c1=O)C(=O)c1ccccn1
-0.5,36,13,Cc1cccc2sc(NC(=O)C3CCN(S(=O)(=O)c4cc([N+](=O)[O-])ccc4Cl)CC3)nc12
-3.9,17,-1,Cc1ccc(C(=O)NCc2ccncc2)cc1S(=O)(=O)N1CCOCC1
1.0,-4,-20,COc1cc(C(=O)N/N=C(\C)c2ccccn2)cc(OC)c1OC
1.2,16,-24,COc1ccc2c(c1)O/C(=C\c1ccco1)C2=O
-1.6,24,-27,Cc1cc(C)cc(C(=O)NCCCc2ccccc2)c1
-0.2,14,-16,O=C(COc1ccc(/C=N/NC(=O)c2ccccc2Br)cc1)Nc1ccccc1
-2.5,10,-14,N/C(Cc1ccc(Cl)cc1)=N\OC(=O)c1ccccc1
-1.3,18,-14,CC(C)CCN1C(=O)c2ccc(C(=O)Nc3ccccn3)cc2C1=O
-1.6,11,-49,COC(=O)c1cnn(-c2ccc(F)cc2F)c1/C=N/NC(=S)NC(C)(C)C
-0.9,11,-12,O=C(CNC(=O)c1ccccc1F)OCc1csc(-c2ccccc2)n1
3.5,20,-9,Cc1cc(=O)n2[nH]c(N)c(N=Nc3ccccc3)c2n1
-2.0,9,-4,Cc1cc(C)c2sc(C)[n+](CCCS(=O)(=O)[O-])c2c1
-1.2,29,-21,COc1nc(NCCN2CCOCC2)nc(Nc2ccccc2)n1
-1.2,3,-43,Cc1ccc(S(C)(=O)=O)cc1C(=O)NC(C)C1CC2CCC1C2 (configuration not stated)
-2.0,16,-5,CN(C(=O)c1ccco1)c1ccccc1C(=O)O
-2.2,6,-5,CC(C)C(c1nnnn1C(C)(C)C)N1CCC(Cc2ccccc2)CC1 (configuration not stated)
-0.6,24,-7,O=c1[nH]cc(S(=O)(=O)N2CCN(c3cccc(Cl)c3)CC2)c(=O)[nH]1
-0.4,0,-2,O=C1NC(=S)CN1c1ccccc1
0.0,25,-5,O=C(COC(=O)COc1ccccc1[N+](=O)[O-])Nc1cccc(Br)c1
-2.9,6,-6,CN1CCN(C(=O)CCC(=O)O)CC1
-0.5,1,-14,Cc1c(C(=O)O)sc(S(=O)(=O)N2CCN(C(=O)Cc3ccc(F)cc3)CC2)c1C(=O)O
-0.5,22,-20,CCC(C)N1CCN(S(=O)(=O)c2ccc(NC(C)=O)cc2)CC1 (configuration not stated)
-0.5,-1,5,Cc1ccc2oc(C(=O)Nc3nnc(CC(C)C)s3)c(C)c2c1
-3.5,11,1,CCN(CC(O)Cn1c2ccccc2c2ccccc21)S(=O)(=O)c1ccc(C)cc1 (configuration not stated)
-3.2,8,9,O=C(CN1C(=O)c2cccc([N+](=O)[O-])c2C1=O)NNC(=O)c1ccc(F)cc1
-1.5,3,-7,CN(C)S(=O)(=O)n1cc(/C=C(\NC(=O)c2ccccc2Cl)C(=O)N2CCCC2)c2ccccc21
0.6,12,-34,CCOC(=O)C1=C(N)N2C(=O)C(C)SC2=C(C(=O)OCC)C1c1cc(OC)c(OC)c(OC)c1 (configuration not stated)
-0.1,32,-15,COc1ccccc1OCCNC(=O)/C=C/c1ccc([N+](=O)[O-])cc1

13 structures already listed, sorted by length of the SMILES, high to low:
STK33 kinase inh,OX1R antag-1,OX1R antag-2,smiles
-1.5,3,-7,CN(C)S(=O)(=O)n1cc(/C=C(\NC(=O)c2ccccc2Cl)C(=O)N2CCCC2)c2ccccc21
0.6,12,-34,CCOC(=O)C1=C(N)N2C(=O)C(C)SC2=C(C(=O)OCC)C1c1cc(OC)c(OC)c(OC)c1 (configuration not stated)
-0.5,1,-14,Cc1c(C(=O)O)sc(S(=O)(=O)N2CCN(C(=O)Cc3ccc(F)cc3)CC2)c1C(=O)O
-3.2,8,9,O=C(CN1C(=O)c2cccc([N+](=O)[O-])c2C1=O)NNC(=O)c1ccc(F)cc1
-0.6,24,-7,O=c1[nH]cc(S(=O)(=O)N2CCN(c3cccc(Cl)c3)CC2)c(=O)[nH]1
-3.5,11,1,CCN(CC(O)Cn1c2ccccc2c2ccccc21)S(=O)(=O)c1ccc(C)cc1 (configuration not stated)
-0.1,32,-15,COc1ccccc1OCCNC(=O)/C=C/c1ccc([N+](=O)[O-])cc1
-1.2,3,-43,Cc1ccc(S(C)(=O)=O)cc1C(=O)NC(C)C1CC2CCC1C2 (configuration not stated)
-0.5,-1,5,Cc1ccc2oc(C(=O)Nc3nnc(CC(C)C)s3)c(C)c2c1
-1.2,29,-21,COc1nc(NCCN2CCOCC2)nc(Nc2ccccc2)n1
-2.0,16,-5,CN(C(=O)c1ccco1)c1ccccc1C(=O)O
-2.9,6,-6,CN1CCN(C(=O)CCC(=O)O)CC1
-0.4,0,-2,O=C1NC(=S)CN1c1ccccc1

(cont.)
STK33 kinase inh,OX1R antag-1,OX1R antag-2,smiles
-0.2,24,-45,O=C(NCC(c1ccc(F)cc1)N1CCOCC1)c1cccnc1Sc1ccccc1Cl (configuration not stated)
0.2,22,1,Cc1ccc(S(=O)(=O)CC(=O)Nc2cccc(C)n2)cc1
nt,13,-8,COC(=O)C(=O)/C=C(\O)c1ccc(C)cc1
-1.5,19,-25,Cc1c(C(=O)NCCNc2ncc(C(F)(F)F)cc2Cl)cccc1[N+](=O)[O-]
1.5,-4,-28,Cc1ccc(CN2CC(C(=O)Nc3cccc(S(=O)(=O)N4CCCCC4)c3)CC2=O)cc1 (configuration not stated)
-1.4,30,-21,COc1ccc(CNC(=O)C2CC(c3cccc(OC)c3)=NO2)cc1 (configuration not stated)
1.1,38,-16,CCOC(=O)c1cccc(NC(=O)CSc2nc3cccnc3n2C)c1
-4.4,19,-1,COc1ccc(CC(=O)Oc2ccc(C)cc2Br)cc1OC
0.2,32,-7,O=C(CSc1n[nH]c(-c2cccs2)n1)NCc1ccc2c(c1)OCO2
-4.1,7,-5,O=C(CNCC1CCCO1)N1CCCc2ccccc21 (configuration not stated)
-0.5,7,-13,O=C(O)CN1C(=O)C2C3C=CC(C3)C2C1=O (configuration not stated)
-1.7,13,-2,CN(c1nc2nonc2nc1NC1CC1)C1CCOC1 (configuration not stated)
-1.2,5,-14,Cc1cc(C(=O)NC(Cc2c[nH]c3ccccc23)C(=O)O)c(C)o1 (configuration not stated)
2.7,5,-3,COC(=O)c1ccc(NC(=O)CSc2nc(C)cc(=O)[nH]2)cc1
-1.5,5,-14,COc1ccc(/C=N\NC(=O)c2cc(O)c(O)c(O)c2)cc1CN1CCN(c2ccc(F)cc2)CC1
-0.1,10,5,O=C(Nc1ccccc1-c1nnn(CC(=O)N2CCN(c3ccccc3)CC2)n1)c1cccs1
-1.2,7,-5,Cc1nn(C(=O)c2cccc([N+](=O)[O-])c2)c(C)c1Cl
-0.5,0,-7,Cc1nn(-c2cc(C(F)(F)F)ccn2)c(=O)o1
-1.6,5,-2,NS(=O)(=O)c1ccc(CCNC(=O)C2CCN(c3ncnc4c3nc3n4CCCCC3)CC2)cc1
nt,9,-1,C=CCNc1ccccc1S(=O)(=O)NCc1ccccc1
-1.5,7,-24,O=C(Nc1cccc2cccc(NC(=O)c3ccco3)c12)c1ccco1
-1.9,11,-8,Cc1ccc(Nc2cccccc2=O)cc1
0.7,29,-5,O=S(=O)(Nc1nc2ccccc2s1)c1cc(F)ccc1F
0.8,16,-20,CN(c1ccc(OCC(=O)NC2CCCC2)cc1)S(=O)(=O)c1cccs1
-1.5,10,-16,O=C(CSc1nnc(-c2ccccc2F)o1)OCc1ccccc1
-0.9,22,-27,CC[C@@H]1[C@H]2CCCC(=O)N3CC[C@@H](C[C@@H]1OC(=O)NCc1ccccc1)[C@@H]23
nt,18,-14,O=C(CN1CCSCC1)N/N=C/c1ccccc1F
0.4,11,8,CCOc1ccc(C(=O)C2CCN(C(=O)c3ccc([N+](=O)[O-])cc3)CC2)cc1
-1.8,16,-8,COC1CCCN(C(=O)c2ccc3nc(Cc4cccc(Cl)c4)oc3c2)C1 (configuration not stated)
-1.5,14,-3,COCC(C)NCc1cccc(C)c1 (configuration not stated)
-1.1,13,-32,Cc1ccccc1CN1CCN(Cc2ccc3cccc(F)c3n2)CC1CCO (configuration not stated)
-0.3,13,-25,COc1ccc(NC(=O)CSc2nnc(Cc3cccs3)n2-c2ccc(C)cc2)cc1
1.1,15,-28,CNC(=O)/C(C#N)=C1/SC(Cc2ccc(F)cc2)C(=O)N1c1ccccc1 (configuration not stated)
-1.2,17,-18,CCCCNC(=O)CCn1c(=O)c2ccccc2n(Cc2ccc(Cl)cc2)c1=O
0.3,14,-34,Cc1ccccc1NS(=O)(=O)c1ccc(OCC(=O)N2CCCCC2)cc1
-0.8,6,-29,[N-]=[N+]=CC(=O)CCCN1C(=O)c2ccccc2C1=O
-0.1,9,-15,Cc1cccc(C)c1NC(=O)CN1C(=O)CCSc2ccc(S(=O)(=O)N3CCCC3)cc21
0.0,13,-13,O=C(CN1CCN(c2ccccc2F)CC1)Nc1ccccc1F
3.7,2,-7,Cc1[nH]c2ccc3ncccc3c2c1C
-0.1,17,-11,Cc1ccc(CNc2nc(C)nc3sc4c(c23)CCC4)cc1
-3.8,5,-9,CCCCN(C)CCC(=O)Nc1ccc(OC)cc1OC
-1.6,16,-12,Cc1nc2ccccc2n1CC(=O)N/N=C\c1ccccn1
-2.9,18,-6,CCOC(=O)C(NC(=O)c1ccccc1)(Nc1nnc(C)s1)C(F)(F)F (configuration not stated)
-0.7,5,0,Cc1cccc(NC(=S)N(CCN(C)C)C(C)c2cccnc2)c1 (configuration not stated)
1.7,16,3,OCCCNCc1ccc(-c2ccccc2)cc1
-0.7,19,-10,Oc1ccccc1C(=S)N1CCCCCC1
-1.5,22,-45,CC(C)Cc1nc(N2CCOCC2)c(C#N)c2c1COC(C)(C)C2
-2.1,6,1,Cc1cc(C(=O)CN2C(=O)C(=O)N(Cc3ccccc3)C2=O)c(C)n1-c1ccccc1F
-0.6,12,-3,COc1ccc(S(=O)(=O)Nc2cccc3c2O[C@H](CN(C)Cc2ccc(Oc4ccccc4)cc2)[C@@H](C)CN([C@H](C)CO)C3=O)cc1
-1.9,30,-16,COc1cccc(C(=O)NCc2ccc(-c3nc4ccccc4s3)cc2)c1
-0.5,56,-9,O=C1C(=O)N(CCCN2CCOCC2)C(c2ccc([N+](=O)[O-])cc2)/C1=C(\O)c1ccc2c(c1)OCCO2 (configuration not stated)
2.4,1,10,CC(=O)Oc1ccc2cc(-c3nc4ccccc4n3C)c(=O)oc2c1
-1.7,72*,18,O=[N+]([O-])c1cnc(Sc2ccncn2)s1
0.2,-2,-9,COC(=O)c1ccc(-c2c(-c3ccccc3)ncc3cc(OC)c(OC)cc23)cc1
1.0,12,1,CCOC(=O)CN1N=C(/C=C/c2ccccc2)CCC1=O
-1.1,8,-10,CCc1c(C)sc(NC(=O)Cc2ccccc2OC)c1C(=O)N1CCOCC1

(next part)
STK33 kinase inh,OX1R antag-1,OX1R antag-2,smiles
-1.5,4,-4,CCOC(=O)CC1=Nc2ccccc2NC(=O)C1
0.9,11,-25,O=C(N=Nc1c(O)n(Cc2ccccc2)c2ccccc12)c1ccncc1
-0.3,14,-10,O=C(Cn1c(=O)oc2ccccc21)NCc1ccco1
-1.6,18,-20,CNC(=O)C1(C)C=CC2(CCCCC2)N1C(=O)OC (configuration not stated)
-0.8,3,-9,CCOc1ccc(N(C(C)C(=O)Nc2cccnc2)S(C)(=O)=O)cc1 (configuration not stated)

Compound activity deposited in PubChem BioAssay by several laboratories.
